# Bioassay records (PubChem)
# FLuc counter: firefly luciferase modulation, counter-screen for miR-21 project; Potency, µM (highest dose often 57.5 µM), for inactives: at the highest dose activity change, negative = inhibition, hits mostly inhibitors; purified FLuc, Km substrates, luminescence inhibition; 360,000 compounds, 6.9% hits;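 also: potency is read from the fitted curve at half-maximal effect; plate controls were vehicle for no effect and reference inhibitor for full effect; nearly all actives have a fitted effect of over 55% in size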
#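 Purified P. pyralis luciferase (10nM final) with 10uM D-luciferin and 10uM ATP (Km levels) in 50mM Tris acetate pH 7.5, 10mM Mg acetate, 0.01% Tween-20, 0.05% BSA; qHTS 6-point titration, ~60 µM downward; luminescence read.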
# Rab9 prom act: Rab9 promoter activation; Huh7 Rab9 promoter-luciferase reporter, luminescence, 24 h; Potency, µM (highest dose often 9.22 µM), inactives show top-dose activation, negative = inhibition, most hits filed as activators; 320,000 compounds, 2.8% hits; also: potency is read from the fitted curve at half-maximal effect; % of control where 0% means no effect; nearly all actives have a fitted effect of over 60% in size
#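 Using Huh7 cells stably transfected with Rab9 promoter–luciferase, compounds were incubated 24 h at 37 °C, 5% CO2; luciferase luminescence was read 10 min after reagent addition.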
# VP16 counter: counter-screen for ROR gamma inhibitors: Gal4-VP16 reporter | Potency, µM (highest dose often 53.6 µM), for inactives: at the highest dose activity, negative = inhibition, usual class: inhibitors | AID 2546 | Drosophila S2 Gal4-VP16 UAS-luciferase, luminescence, 20 h | 310,000 compounds, 3.5% hits;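 also: Gal4-VP16 expression switched on by copper sulfate through the metallothionein promoter; potency is read from the fitted curve at half-maximal effect; % is scaled to controls: 0 for no effect and ±100 for the full control effect; nearly all actives have a fitted effect of over 50% in size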
# uPA generation: inhibitors of cell surface uPA generation | 330,000 compounds, 0.31% hits | cell surface uPA generation assay, qHTS | Potency, µM (titrated, usually from 38.3 µM), for inactives: at the highest dose activity change, negative = inhibition, actives largely listed as inhibitors; active = well fitted inhibition curve with a large enough effect; inconclusive = small, poorly fitted or top-dose-only effect; inactive = no such curve, though single readings can be large or run the other way; tested in mouse RAW 264.7 cells; also: potency is read from the fitted curve at half-maximal effect; % is scaled to controls: 0 for no effect and ±100 for the full control effect; nearly all actives have a fitted effect of over 55% in size
# Tb PFK inh: T. brucei PFK enzyme inhibition. O15648. T. brucei PFK, ADP-Glo luminescence. Potency, µM (doses to about 57.5 µM), for the others: at the top dose activity, negative = inhibition, actives largely listed as inhibitors. 330,000 compounds, 0.17% hits. AID 485367;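 also: potency is read from the fitted curve at half-maximal effect; 0% = uninhibited 1x PFK enzyme wells and -100% = no-enzyme wells; nearly all actives have a fitted effect of over 60% in size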
# Target sequence (O15648 whole entry, looked up): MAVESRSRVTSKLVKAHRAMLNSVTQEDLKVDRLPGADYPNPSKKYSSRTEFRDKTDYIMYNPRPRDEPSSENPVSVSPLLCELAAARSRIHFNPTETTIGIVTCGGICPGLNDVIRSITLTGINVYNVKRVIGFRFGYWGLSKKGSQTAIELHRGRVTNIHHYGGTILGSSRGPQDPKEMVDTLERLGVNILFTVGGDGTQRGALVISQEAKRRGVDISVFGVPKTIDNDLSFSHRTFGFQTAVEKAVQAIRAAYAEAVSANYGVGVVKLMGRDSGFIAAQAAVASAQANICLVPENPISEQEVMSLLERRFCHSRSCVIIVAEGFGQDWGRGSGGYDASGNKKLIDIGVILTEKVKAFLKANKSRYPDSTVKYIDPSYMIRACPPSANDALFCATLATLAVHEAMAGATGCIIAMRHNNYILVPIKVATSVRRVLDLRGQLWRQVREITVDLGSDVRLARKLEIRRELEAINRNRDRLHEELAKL
#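 Activity is normalized to no-enzyme wells (full inhibition) and 1.25 nM enzyme wells (no inhibition). Reaction: 0.5 mM F6P, 0.1 mM ATP, 45 min RT, ADP-Glo luminescence; concentration-response curves fitted and classed by quality.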
# Giardia killer: kills Giardia lamblia | activity change, % at 7.66 µM, hits read low | Giardia lamblia trophozoite viability | 340,000 compounds, 0.15% hits; in the data active = activity change below about -80%; inconclusive = between about -30% and that limit;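 also: parasites exposed to compound for two days anaerobically before the ATP read; % is scaled to controls: 0 for no effect and ±100 for the full control effect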
#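 Media and compound were dispensed first, then trophozoites at 100 cells/well; plates sat 48 hrs at 37 deg C without oxygen before ATP luminescence reagent was added and read after 15-30 min at room temperature.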
# KCNH2 3.1 inh: blocks the human KCNH2 3.1 channel isoform | activity change, % (tested at about 1.8 µM) | AID 720553 | U2OS KCNH2 3.1, thallium flux FluxOr; active compounds read low | 340,000 compounds, 0.95% hits;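 active = maximum activity change below -70%; inconclusive = maximum activity change from -70% to -50%; inactive = maximum activity change above -50%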;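 also: thallium influx rate constant from kinetic fluorescence after stimulation buffer; % is scaled to controls: 0 for no effect and ±100 for the full control effect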
#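 Channel expression came from 3.1 mutant virus (1.77 x 10^8 /mL) applied to suspended U2OS cells for 4 h. Flux was tracked with FluxOr dye plus Red40 quencher, and kinetic rate constants normalized to controls.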
# RORg inh: inhibitors of mouse ROR gamma transcriptional activity | P51450 | Drosophila S2 Gal4-RORgamma UAS-luciferase reporter, 20 h | Potency, µM (doses to about 53.6 µM), for the others: at the highest dose activity change, negative = inhibition, hits mostly inhibitors | 310,000 compounds, 5.4% hits; also: potency is read from the fitted curve at half-maximal effect; % is scaled to controls: 0 for no effect and ±100 for the full control effect; nearly all actives have a fitted effect of over 60% in size
# Target sequence (P51450 whole entry, looked up, the tested form may be a part): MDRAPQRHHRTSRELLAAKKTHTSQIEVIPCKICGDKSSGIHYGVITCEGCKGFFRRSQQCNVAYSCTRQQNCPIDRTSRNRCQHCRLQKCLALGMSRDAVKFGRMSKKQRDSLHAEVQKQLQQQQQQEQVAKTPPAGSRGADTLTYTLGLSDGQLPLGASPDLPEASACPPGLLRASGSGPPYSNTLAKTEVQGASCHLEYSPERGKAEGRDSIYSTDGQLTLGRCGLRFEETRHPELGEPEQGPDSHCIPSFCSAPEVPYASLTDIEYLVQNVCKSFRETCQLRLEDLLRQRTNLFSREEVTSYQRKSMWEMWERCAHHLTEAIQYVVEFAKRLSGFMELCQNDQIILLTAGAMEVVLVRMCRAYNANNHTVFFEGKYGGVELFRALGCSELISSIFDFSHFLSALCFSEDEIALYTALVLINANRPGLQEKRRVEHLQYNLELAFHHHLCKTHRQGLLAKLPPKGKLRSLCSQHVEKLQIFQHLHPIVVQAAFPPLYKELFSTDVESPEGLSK
#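 Stable Schneider cell line, Gal4 DNA-binding domain fused to ROR gamma, UAS-luciferase. Cmpd 1 hr RT → CuSO4 700 uM final → 20 hr RT → luciferase reagent 10 min → luminescence.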
# NPC1 promoter act: NPC1 promoter activation; Potency, µM (doses to about 9.22 µM), for inactives: at the top dose activation, most hits filed as activators; 320,000 compounds, 2.4% hits; Huh7 NPC1 promoter luciferase reporter, 24 h; AID 485313;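 also: potency is read from the fitted curve at half-maximal effect; % of control where 0% means no effect; nearly all actives have a fitted effect of over 60% in size; reporter is driven by a mutant NPC1 promoter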
#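 Huh7 reporter cells (NPC1 promoter driving luciferase) are dosed with compound for 24 h at 37 °C, 5% CO2; luciferase detection reagent is then added and luminescence measured after 10 min at ambient temperature.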
# ELG1 genotox: inducers of genotoxicity in HEK293T ELG1-luciferase cells; HEK293T ELG1-luciferase reporter, luminescence, 16 h; Potency, µM (titrated, usually from 46 µM), for the others: at the top dose activity change, positive = activation, usual class: activators; 330,000 compounds, 1.3% hits; AID 504466; also: potency is read from the fitted curve at half-maximal effect; % of control where 0% means no effect; nearly all actives have a fitted effect of over 60% in size
#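 HEK293T cells expressing luciferase-tagged ELG1 were exposed to compound or DMSO vehicle for 16 hr at 37 °C and 5% CO2. Luciferase activity was then measured with ONE-Glo after 30 min at room temperature.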
# FBPA coupling cs: coupling enzyme interference in Giardia aldolase counter-screen; 290,000 compounds, 0.67% hits; coupling enzyme system counterscreen, AmpLite Red fluorescence; activity change, negative = inhibition, % at 58.2 µM, hits read low; in the data active = activity change below about -30%; also: % is scaled to controls: 0 for no effect and ±100 for the full control effect
#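 Fluorescence at 525 nm excitation and 598 nm emission measured inhibition of the coupled detection system without aldolase. Compounds (at 57.5 uM final) were preincubated 10 min at room temperature with coupling enzyme reagent before a 20 min substrate/AmpLite Red step.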
# * marks the source's active call; other numbers are inactive results; ? = inconclusive; nt = no result given; [ ] = remark or other dose. Unless noted, calls follow the shape of the dose curve; as a rule, active = well fitted curve in the direction sought with a large enough effect; inconclusive = small, poorly fitted or top-dose-only effect, or another doubt; inactive = no such curve, though single readings can be large; an effect the other way counts as inactive or inconclusive.
SMILES,FLuc counter,Rab9 prom act,VP16 counter,uPA generation,Tb PFK inh,Giardia killer,KCNH2 3.1 inh,RORg inh,NPC1 promoter act,ELG1 genotox,FBPA coupling cs
Nc1c(C(=O)c2ccc(F)cc2)oc2ccccc12,?,21%,6%,nt,-5%,-6,-8,?,0%,10%,1
CC(=O)OC1OCCOC1NC(=S)Nc1ccc(C)cc1 (stereo unspecified),-1%,-11%,-20%,16%,-2%,14,29,-4%,-1%,2%,0
Nc1nnc(SCC(=O)OCc2ccccc2)s1,-13%,-5%,-3%,-8%,1%,0,-3,2%,0%,0%,3
O=C(Nc1ccc2c(c1)OCO2)N1CCN(c2ccc(F)cc2)CC1,24µM*,?,5%,-3%,-3%,-8,nt,6%,?,13%,0
OC(COCc1cccs1)CN1CCN(c2cccc(Cl)c2)CC1 (stereo unspecified),2%,-3%,3%,7%,-4%,9,2,10%,-3%,-2%,-1
COc1ccc(Cc2nnc(NC(=O)Nc3ccccc3F)s2)cc1OC,-1%,0%,-14%,?,-3%,?,7,19%,-5%,0%,1
CC(C)=CC(=O)N1CCCC(N2CCN(c3ccccc3C)CC2)C1 (stereo unspecified),-1%,-4%,4%,1%,4%,14,-10,-34%,0%,-6%,0
O=S(=O)(NCC1CCCO1)c1ccc(Cl)c(C(F)(F)F)c1 (stereo unspecified),3%[2.3 µM],-3%,14%,nt,-16%,-12,4,-4%,1%,3%,4
CC1(c2ccccc2)NC(=O)N(CC(=O)NNC(=O)c2ccccc2)C1=O (stereo unspecified),0%,-1%,nt,-7%,2%,1,5,nt,8%,0%,1
COc1ccc(N(C)S(=O)(=O)c2cccc(C(=O)NCC3CCCCC3)c2)cc1,3%,4%,-14%,9%,-4%,-5,4,17%,-2%,-10%,-1
O=C(NCc1ccccc1)C(c1cccnc1)N(C(=O)c1csnn1)c1ccc(F)cc1 (stereo unspecified),0%,0%,-1%,3%,-2%,-6,-20,23%,-14%,0%,0
COC(=O)c1cccc(Oc2cccc(C(F)(F)F)c2)n1,-5%,-1%,6%,12%,-1%,-2,2,0%,0%,1%,-2
Cc1ccc(C)c(OCc2n[nH]c(=S)o2)c1,-3%,12%,-11%,-1%,-3%,-1,2,-21%,1%,6%,-2
NC(=O)CSc1nnc(-c2ccoc2)o1,0%,-4%,0%,3%,-1%,-22,-17,-7%,1%,2%,1
COC(=O)C1(C)CN(S(=O)(=O)c2ccc(C)cc2)c2cc(OC)ccc2C1=O (stereo unspecified),1%,-1%,-1%,-8%,3%,29,-12,5%,-1%,-7%,-1
COc1ccc(NC(=O)CSc2ncnc3c2sc2ccccc23)c(OC)c1,3%,8%,4%,1%,-2%,23,-3,31%,-3%,4%,1
CCOC(=O)C1(Cc2ccccc2C)CCCN(S(=O)(=O)c2cccnc2)C1 (stereo unspecified),-3%,-6%,12%,nt,-8%,12,-10,34%,-3%,-5%,-11
CCOc1ccc(NC(=S)Nc2ccc(Br)cc2Cl)cc1,4%,-2%,?,-4%,-1%,-4,9,14µM*,0%,2%,-1
COc1ccccc1-n1c(C)cc(/C=C2\C(=N)N3N=C(CC(=O)N4CCOCC4)SC3=NC2=O)c1C,24µM*,-2%,-2%,10%,9%,-8,-3,22%,4%,7%,nt
O=C(Nc1ncc(Cl)cn1)c1cccs1,?,43%,10%,-4%,-7%,-15,7,17%,27%,?,8
O=C(O)c1ccccc1C(=O)NNC(=O)C(c1ccccc1)c1ccccc1,-3%,-3%,5%,0%,0%,9,6,-12%,6%,2%,nt
Cc1cc(C(=O)CSc2ncn[nH]2)c(C)n1-c1cccc(S(=O)(=O)N2CCOCC2)c1,4%,-3%,-7%,1%,-1%,9,9,24%[10 µM],-1%,-7%,1
CC(=O)NC1=NN(C(C)=O)C2(S1)C(=O)N(CC(C)C)c1ccc(C)cc12 (stereo unspecified),-2%,1%,-2%,16%,-9%,-29,-3,-14%,1%,3%,-5
COc1ccc(C(C(=O)NCC2CCCO2)N(C(=O)Cn2nnc3ccccc32)c2ccc(NC(C)=O)cc2)cc1 (stereo unspecified),0%,13%,-6%,5%,1%,-16,8,-8%,-1%,1%,1
COc1ccc(CNC2=CC(=O)CC(C)(C)C2)cc1,5%,-1%,0%,3%,-3%,-18,-2,19%,-2%,-4%,3

# The final two compounds of the part before are carried over, then new ones follow.
SMILES,FLuc counter,Rab9 prom act,VP16 counter,uPA generation,Tb PFK inh,Giardia killer,KCNH2 3.1 inh,RORg inh,NPC1 promoter act,ELG1 genotox,FBPA coupling cs
COc1ccc(C(C(=O)NCC2CCCO2)N(C(=O)Cn2nnc3ccccc32)c2ccc(NC(C)=O)cc2)cc1 (stereo unspecified),0%,13%,-6%,5%,1%,-16,8,-8%,-1%,1%,1
COc1ccc(CNC2=CC(=O)CC(C)(C)C2)cc1,5%,-1%,0%,3%,-3%,-18,-2,19%,-2%,-4%,3
Nc1ccc(C(=O)N/N=C\C=C\c2cccc([N+](=O)[O-])c2)cc1,-19%,2%,-11%,-16%,-8%,2,12,?,-4%,3%,0
CC(C)C[C@H]1CN=C(Nc2ccccc2)N1CC1CCC1,2%,-8%,0%,-18%,1%,-1,-11,-17%,-1%,-5%,-2
COc1ccc(S(=O)(=O)N2CCN(C(=O)NC3CCCCC3)CC2)cc1,1%,-2%,5%,2%,-6%,-3,-6,29%,-1%,0%,3
Nc1ccc(-c2nc3ccccc3o2)cc1,6.7µM*,?,0%,-22%,18%,-24,10,-25%,?,?,0
C#CCn1c(O)c(N=NC(=O)C(O)c2ccccc2)c2ccccc21 (stereo unspecified),-1%,-1%,-8%,2%,0%,-24,0,-15%,-3%,13%,4
CCC1Oc2ccccc2N(CC(=O)NCCCN2CCCC2)C1=O (stereo unspecified),-1%,0%,-7%,-15%,1%,2,-8,5%,3%,0%,8
COc1ccccc1NC(=O)COC(=O)c1c(C)nn(-c2ccccc2)c1C,7.6µM*,?,nt,-8%,-14%,14,13,nt,?,14%,nt
O=C(NCCO)c1cc2c(s1)CCC2,0%,-10%,2%,5%,1%,-11,17,36%,-6%,-1%,1
NNc1nc(N)c2c(n1)-c1ccccc1CC21CCCC1,4%,-7%,?,0%,-1%,-29,nt,18µM*,-2%,-4%,2
COc1cc(C#N)ccc1OCC(=O)NCCC1=CCCCC1,0%,0%,nt,9%,1%,9,0,nt,-5%,8%,nt
CCOC(=O)c1ccccc1NC1CC(=O)N(c2ccccc2C)C1=O (stereo unspecified),0%,-2%,3%,2%,12%,10,10,-24%,-3%,-3%,1
CCN(Cc1ccccc1)C(=O)c1ccc(CS(=O)c2ccccc2C)o1 (stereo unspecified),0%,9%,6%,-3%,3%,-13,-4,-12%,1%,-4%,nt
O=C(Nc1ccc(-c2nc3ccccc3s2)cc1)c1cc(-n2cnnc2)ccc1Cl,?,-26%,?,4%,-1%,24,-10,-24%,-22%,-7%,nt
Cn1cc(Cl)c(/C=C(\C#N)S(=O)(=O)c2ccccc2)n1,-11%,-3%,-1%,10%,6%,14,1,0%,0%,1%,1
CC(=O)c1cccc(NC(=O)c2cc(=O)[nH]c3ccc(S(=O)(=O)N4CCOCC4)cc23)c1,nt,nt,nt,-2%,5%,9,4,nt,nt,2%,nt
Cc1sc2nc(CSc3n[nH]c(N)n3)[nH]c(=O)c2c1C,-6%,1%,-11%,4%,-6%,-15,-4,-3%,-11%,-1%,0
C#CCOCCOCCOCCNc1nc(N2CCN(C(=O)CCCCCCCCCCNC(=O)[C@H]([C@@H](C)CC)n3cc(CCCCCN)nn3)CC2)nc(N2CCN(C(=O)CCCCCCCCCCNC(=O)[C@H]([C@@H](C)CC)n3cc(CCCCN=C(N)N)nn3)CC2)n1,?,-2%,nt,nt,15%,nt,nt,nt,-5%,-5%,nt
CCOc1ccc(NC(=O)CN(C)C(=O)c2cccc(S(=O)(=O)N3CCCC3)c2)cc1OCC,2%,-1%,nt,-1%,-7%,8,1,nt,-1%,1%,nt
COc1cccc(C(=O)N/N=C(\C)CC(=O)Nc2ccc(N(C)C)cc2)c1,?,-2%,1%,-7%,0%,4,-3,-30%,0%,1%,0
C=CCSC1=C(C#N)C(c2ccccc2OCC)C(C#N)C(=O)N1 (stereo unspecified),2%,-2%,-11%,8%,1%,11,-12,-30%,-4%,0%,6
Cc1ccc(NC(=O)C(=O)NCc2ccc(/C=C(/C#N)C(=O)NCc3cccnc3)o2)cc1,5%,-1%,-10%,9%,0%,18,-2,15%,2%,2%,-1
COc1ccc(CNC(=O)CSc2nnc(Cn3nnc4ccccc43)n2C)cc1,4%,-5%,7%,-1%,2%,0,-7,-6%,-5%,2%,0
CCOc1ccc2[nH]c(C)c(CN(C)C)c(=O)c2c1,1%,1%,7%,4%,3%,6,1,-14%,2%,-2%,-7
